Screens (PubChem)
C diff growth = C. difficile growth inhibitors, primary screen, HTS; Clostridium difficile clinical isolate growth, OD600, 24 h; active compounds read low; growth activity, negative = inhibition, % at 16 µg/mL (by protocol); 86,000 tested, 0.25% active; AID 1259249, 2017;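 active means mean growth activity at or below -80% and every replicate also at or below -80%; inconclusive means mean at or below -80% but some replicate above -80%; inactive means mean growth activity above -80%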;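 further: 0% = DMSO wells and -100% = levofloxacin 16 µg/mL wells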
KDM4C inh = inhibitors of GASC-1 (KDM4C) histone demethylase, primary screen, biochemical, single concentration HTS; GST-KDM4C 2-372, H3K9me3 peptide, LANCE TR-FRET; 96,000 tested, 0.15% active; inhibition, % at 12.5 µM;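 active means mean replicate inhibition above about 25%, with at least 55% of replicates also reaching it, limit read from the data, passing the limit was not always enough; inconclusive means only one of those two conditions met; inactive means neither condition met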
Target sequence (Q9H3R0 2-372 limits assumed): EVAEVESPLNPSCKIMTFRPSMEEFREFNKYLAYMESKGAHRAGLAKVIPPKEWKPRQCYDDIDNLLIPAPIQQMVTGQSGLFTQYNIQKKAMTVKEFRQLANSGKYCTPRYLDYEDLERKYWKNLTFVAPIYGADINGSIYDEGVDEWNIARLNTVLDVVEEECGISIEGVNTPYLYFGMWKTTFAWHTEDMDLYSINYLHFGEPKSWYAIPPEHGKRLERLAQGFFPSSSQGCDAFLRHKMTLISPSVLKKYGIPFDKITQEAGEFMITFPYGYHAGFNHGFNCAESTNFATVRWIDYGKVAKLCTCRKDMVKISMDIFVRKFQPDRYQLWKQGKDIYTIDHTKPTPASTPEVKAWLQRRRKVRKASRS
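Compound: one test concentration per compound; Material: GST-GASC-1 enzyme fragment 2-372; Amount: GASC-1 enzyme at 10 nM final in reaction; Also added: H3K9me3 peptide substrate, Fe(II), 2-oxoglutarate; Technique: LANCE TR-FRET; Times: 30 min demethylation and 1 h detection at room temperature.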
Pf Dd2 inh = P. falciparum Dd2 growth inhibitors, primary screen, SYBR Green fluorescence, single dose replicates. AID 1159554, 2015. 72 h; active compounds read low. 94,000 tested, 2.3% active. activity change, % at 10 µM; in the data active means activity change below about -80%; inconclusive means no clear call, values can overlap the other calls
Tcruzi prolif = T. cruzi intracellular proliferation inhibitors, primary screen, cell-based, beta-gal Tulahuen parasites, NIH3T3 host, luminescence. T. cruzi beta-gal in NIH3T3, GalScreen luminescence, 90 h. 77,000 tested, 5.9% active. inhibition, % at 8.34 µM;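 active means mean inhibition above about 93%, with at least 55% of replicates each passing it, limit read from the data, passing the limit was not always enough; inconclusive means only one of those two conditions holds; inactive means neither condition holds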
Numbers without * were called inactive; ? = inconclusive; . = no result given; & = joins results of further samples. Hits appear at their usual frequency. Share with any hit: about 6.8%.

entry	mol	Tcruzi prolif	C diff growth
1	O=C1CN(Cc2ccccc2)C[C@@H]2[C@H](c3ccc(-c4ccccc4F)cc3)[C@@H](CO)N12	.	-6
2	C[C@H]1CN([C@@H](C)CO)C(=O)c2cccc(NC(=O)c3cnccn3)c2O[C@H]1CN(C)S(=O)(=O)c1cccs1	8	2
3	CNC(=O)C[C@H]1CC[C@H]2[C@@H](COc3ccc(NC(=O)Nc4ccccc4)cc3C(=O)N2C)O1	-8	.
4	CC(C)NC(=O)N(C)C[C@H]1Oc2cc(Br)ccc2S(=O)(=O)N([C@H](C)CO)C[C@H]1C	-26&48	3&3
5	C[C@@H]1CCCCO[C@H](CN(C)C(=O)Nc2ccc(F)cc2)[C@@H](C)CN([C@H](C)CO)C(=O)c2cc(NC(=O)Nc3ccc(F)cc3)ccc2O1	.	.
6	Cc1noc(C)c1S(=O)(=O)Nc1ccc2c(c1)C(=O)N([C@H](C)CO)C[C@H](C)[C@@H](CN(C)C(=O)Nc1ccccc1)O2	37	1
7	Cc1ccc(S(=O)(=O)Nc2ccc3c(c2)C(=O)N([C@@H](C)CO)C[C@@H](C)[C@@H](CN(C)S(=O)(=O)c2ccc(Cl)cc2)OCCCC[C@H](C)O3)cc1	133*	6
8	C[C@H]1CN([C@@H](C)CO)S(=O)(=O)c2ccc(-c3cccnc3)cc2O[C@H]1CN(C)C(=O)C1CC1	50	.
9	CC(=O)N(C)C[C@H]1Oc2ncc(/C=C/c3ccccc3)cc2C(=O)N([C@H](C)CO)C[C@H]1C	22	-1
10	C[C@@H]1CN([C@@H](C)CO)C(=O)c2cccc(NC(=O)NC3CCCCC3)c2O[C@@H]1CN(C)CC1CCCCC1	-112	-1
11	CC(=O)N(C)C[C@@H]1Oc2cc(C#CC(C)(C)O)ccc2S(=O)(=O)N([C@H](C)CO)C[C@H]1C	.	-2
12	CCCN(C)C[C@H]1Oc2cc(C#CCC3CCCC3)ccc2S(=O)(=O)N([C@@H](C)CO)C[C@H]1C	.	2
13	CC(C)NC(=O)N(C)C[C@@H]1Oc2ncc(C#CC3(O)CCCC3)cc2C(=O)N([C@@H](C)CO)C[C@@H]1C	-55	0
14	C[C@@H]1CCCCO[C@@H](CN(C)C(=O)C2CCCCC2)[C@@H](C)CN([C@H](C)CO)C(=O)c2cc(NS(C)(=O)=O)ccc2O1	-8	-1
15	COc1ccc(NC(=O)N(C)C[C@@H]2OCCCC[C@@H](C)Oc3ccc(NS(=O)(=O)c4c(C)noc4C)cc3C(=O)N([C@H](C)CO)C[C@H]2C)cc1	17	.

entry	KDM4C inh	Pf Dd2 inh
1	0.8	-50
2	0.4	-4
3	1.8	0
4	0.6	22&-3
5	-0.1	-20
6	1.3	-10
7	-0.1	-86*
8	3.1	26
9	2.0	2
10	-2.1	-25
11	-1.1	-12
12	-0.5	5
13	-1.2	38
14	-0.8	-12
15	-0.1	-44

(further entries)
entry	mol	Tcruzi prolif	C diff growth
16	COCCNC(=O)C[C@@H]1C[C@H]2c3cc(NS(=O)(=O)c4ccccc4)ccc3O[C@H]2[C@@H](CO)O1	-11	.
17	COc1ccc(S(=O)(=O)N[C@H]2C=C[C@@H](CC(=O)N3CCc4ccccc4C3)O[C@@H]2CO)cc1	57	.
18	CCCNC(=O)Nc1ccc2c(c1)OC[C@@H](C)N(Cc1ccccn1)C[C@H](C)[C@H](OC)CN(C)C2=O	-13	.
19	C[C@@H]1CN([C@@H](C)CO)C(=O)c2cc(C#CC3(O)CCCC3)cnc2O[C@H]1CN(C)C(=O)Cc1ccccc1	-18	-1
20	CCNC(=O)C[C@H]1CC[C@@H]2[C@@H](COc3ccc(NC(=O)Cc4cccs4)cc3C(=O)N2C)O1	-34	2
21	C[C@@H]1CN([C@H](C)CO)S(=O)(=O)c2ccc(-c3ccncc3)cc2O[C@@H]1CN(C)Cc1cccnc1	73	1
22	COc1ccccc1-c1ccc(C2[C@H]3CNC[C@@H]2N3Cc2ccc(F)cc2)cc1 (stereo partly drawn)	.	74
23	C[C@H]1CCCCO[C@H](CN(C)C(=O)CCCN(C)C)[C@@H](C)CN([C@@H](C)CO)C(=O)c2cc(NC(=O)Nc3ccccc3)ccc2O1	-41	4
24	CN(C)C(=O)C[C@H]1CC[C@H]2[C@@H](COC[C@H](O)CN2CC2CC2)O1	21	.
25	CCCNC(=O)[C@H]1[C@H](CO)[C@H]2Cn3c(ccc(C4=CCCCC4)c3=O)[C@@H]1N2Cc1cocn1	-11	0
26	C[C@@H]1CCCCO[C@@H](CN(C)S(=O)(=O)c2cccs2)[C@H](C)CN([C@H](C)CO)C(=O)c2cc(N(C)C)ccc2O1	43	-2
27	C[C@H](CO)N1C[C@H](C)[C@H](CN(C)C(=O)NC2CCCCC2)Oc2ccc(NC(=O)C3CC3)cc2CC1=O	3	-4
28	COc1ccc(S(=O)(=O)N(C)C[C@H]2Oc3ccc(NC(=O)Nc4cccc5ccccc45)cc3CC(=O)N([C@H](C)CO)C[C@H]2C)cc1	12	3
29	C[C@H](CO)N1C[C@H](C)[C@@H](CN(C)C(=O)Nc2ccccc2)OCCCC[C@H](C)Oc2ccc(NC(=O)Nc3ccc(F)cc3)cc2C1=O	100*	.
30	CN1[C@@H]2Cn3c(ccc(-c4ccccc4)c3=O)[C@H]1[C@@H](C(=O)NCCCN1CCOCC1)[C@@H]2CO	17	0

entry	KDM4C inh	Pf Dd2 inh
16	1.4	6
17	-1.3	-5
18	3.1	-42
19	-0.8	16
20	-0.9	-2
21	.	27
22	2.0	-36
23	0.8	20
24	0.7	14
25	1.9	6
26	1.7	-59
27	-2.0	18
28	-0.5	33
29	-0.4	17
30	0.0	-7

(next part)
entry	mol	Tcruzi prolif	C diff growth
31	O=C(C[C@@H]1C[C@@H]2c3cc(NC(=O)C4CCOCC4)ccc3O[C@@H]2[C@H](CO)O1)NCc1ccccn1	.	0
32	O=C(C1CCCC1)N1CC[C@H]2[C@H](CO)Nc3ccc(C4=CCCCC4)cc3[C@H]21	.	-4
33	C[C@@H]1CN([C@H](C)CO)C(=O)c2cc(NC(=O)Nc3cccc4ccccc34)ccc2O[C@@H](C)CCCCO[C@@H]1CN(C)Cc1ccccc1	.	24
34	O=C(Cc1ccccn1)NCC[C@@H]1CC[C@H](NS(=O)(=O)c2ccc(Cl)cc2)[C@H](CO)O1	6	5
35	CCCC#Cc1ccc([C@@H]2[C@H](CO)N3CCCCN(CC4CCOCC4)C[C@@H]23)cc1	86	-3
36	CO[C@@H]1CN(C)C(=O)c2cc(NC(=O)NC3CCCCC3)ccc2OC[C@H](C)NC[C@H]1C	63	.
37	C[C@@H]1CN([C@H](C)CO)C(=O)c2cc(NS(=O)(=O)c3ccc(F)cc3)ccc2O[C@@H](C)CCCCO[C@H]1CN(C)Cc1ccc(C(F)(F)F)cc1	-9	-3
38	COc1ccc2c3c([nH]c2c1)[C@H](CO)N(C(=O)C1CCC1)CC31CCN(C(=O)c2ccccn2)CC1	.	0
39	CO[C@H]1CN(C)C(=O)c2ccc(NC(=O)Cc3ccccc3)cc2OC[C@H](C)N(CC2CC2)C[C@@H]1C	.	2
40	OC[C@H]1[C@@H]2c3ccccc3NC[C@@H]2N1Cc1ccccc1Cl	24	-10
41	C[C@H](CO)N1C[C@H](C)[C@@H](CN(C)C)Oc2ccc(NS(=O)(=O)c3ccc(F)cc3)cc2CC1=O	-10	-3
42	COc1ccccc1NC(=O)N(C)C[C@@H]1Oc2ncc(C#CCN(C)C)cc2C(=O)N([C@@H](C)CO)C[C@H]1C	30	-4
43	C[C@@H]1CN([C@@H](C)CO)C(=O)c2cccc(NC(=O)c3ccc(-c4nccs4)cc3)c2O[C@@H]1CN(C)S(=O)(=O)c1cccs1	23	-5
44	CC(C)NC(=O)N[C@H]1CC[C@H](CCNC(=O)C2CCCC2)O[C@@H]1CO	-11	1
45	CCCNC(=O)N1CC2(CN(CC3CCCC3)C2)c2c(n(C)c3cc(OC)ccc23)[C@H]1CO	.	2

entry	KDM4C inh	Pf Dd2 inh
31	-1.9	22
32	-1.3	-15
33	-2.1	-66
34	16	-44
35	1.6	-54
36	0.7	.
37	2.1	-30
38	0.2	6
39	3.0	-39
40	-2.7	-26
41	0.1	-7
42	0.7	3
43	-3.6	-53
44	0.0	-14
45	-2.2	-8

Remaining list, next part.
entry	mol	Tcruzi prolif	C diff growth
46	C[C@@H]1CN([C@@H](C)CO)C(=O)c2cc(NS(=O)(=O)c3cn(C)cn3)ccc2O[C@@H](C)CCCCO[C@H]1CN(C)C(=O)CCCN(C)C	9	4
47	Cc1ccc(S(=O)(=O)N(C)C[C@@H]2Oc3ccc(NC(=O)Nc4cccc5ccccc45)cc3C(=O)N([C@@H](C)CO)C[C@@H]2C)cc1	90	.
48	C[C@H]1CN([C@@H](C)CO)C(=O)c2cc(NC(=O)NC3CCCCC3)ccc2O[C@H]1CN(C)S(=O)(=O)c1cn(C)cn1	18	-5
49	O=C(C[C@@H]1C=C[C@@H](NS(=O)(=O)c2cccc(F)c2)[C@@H](CO)O1)NCc1ccc2c(c1)OCO2	.	-4
50	O=C(c1ccc2c(c1)OCO2)N1CC[C@@H]2[C@H]1c1cc(C#Cc3ccccc3)ccc1N[C@@H]2CO	93*	1
51	CO[C@H]1CN(C)C(=O)c2cc(NC(=O)Nc3cccc(F)c3)ccc2OC[C@@H](C)N(C)C[C@@H]1C	-80	-4
52	O=C(C1CCCC1)N1[C@@H](CO)[C@@H]2c3ccccc3N(S(=O)(=O)c3ccc(F)cc3)C[C@@H]21	55	-9
53	O=C(C1CCOCC1)N1CC(=O)N2[C@H](C1)[C@H](c1ccc(Br)cc1)[C@@H]2CO	.	-1
54	Cc1ccc(S(=O)(=O)Nc2ccc3c(c2)CC(=O)N([C@@H](C)CO)C[C@@H](C)[C@@H](CN(C)C)O3)cc1	13	-2
55	COc1ccc(C#Cc2ccc3c(c2)O[C@H](CN(C)C(=O)CN2CCOCC2)[C@H](C)CN([C@@H](C)CO)S3(=O)=O)cc1	.	-4
56	N#C[C@@H]1[C@@H](c2ccc(C#CC3CC3)cc2)[C@H](CO)N1C(=O)Cc1ccccn1	99*	-9
57	COc1ccccc1S(=O)(=O)N[C@H]1CC[C@@H](CCNC(=O)C2CCCCC2)O[C@@H]1CO	31	5
58	CN1c2ccc(Br)cc2[C@@H]2[C@@H](CCN2C(=O)CN2CCOCC2)[C@@H]1CO	-29	-2
59	C[C@@H](NC(=O)C[C@@H]1C[C@@H]2c3cc(NC(=O)CN(C)C)ccc3O[C@@H]2[C@@H](CO)O1)c1ccccc1	-16	1
60	C[C@@H]1CCCCO[C@H](CN(C)C(=O)Nc2ccc(C(F)(F)F)cc2)[C@H](C)CN([C@H](C)CO)C(=O)c2cc(NC(=O)Cc3ccccc3)ccc2O1	?	6

entry	KDM4C inh	Pf Dd2 inh
46	2.7	73
47	-0.3	-44
48	-2.9	22
49	1.8	-34
50	0.3	-10
51	0.5	-46
52	0.0	-17
53	1.1	4
54	1.0	-14
55	1.3	-27
56	-1.6	-57
57	0.6	16
58	0.9	64
59	0.1	-10
60	0.3	-86*

Four entries from above, with one line to a screen.
54. Cc1ccc(S(=O)(=O)Nc2ccc3c(c2)CC(=O)N([C@@H](C)CO)C[C@@H](C)[C@@H](CN(C)C)O3)cc1
55. COc1ccc(C#Cc2ccc3c(c2)O[C@H](CN(C)C(=O)CN2CCOCC2)[C@H](C)CN([C@@H](C)CO)S3(=O)=O)cc1
56. N#C[C@@H]1[C@@H](c2ccc(C#CC3CC3)cc2)[C@H](CO)N1C(=O)Cc1ccccn1
57. COc1ccccc1S(=O)(=O)N[C@H]1CC[C@@H](CCNC(=O)C2CCCCC2)O[C@@H]1CO

Compound | 54 | 55 | 56 | 57
Tcruzi prolif | 13 | . | 99* | 31
C diff growth | -2 | -4 | -9 | 5
KDM4C inh | 1.0 | 1.3 | -1.6 | 0.6
Pf Dd2 inh | -14 | -27 | -57 | 16
